Screening data (PubChem BioAssay)
Growth percent in the NCI-60 one-dose screen (48 h, 10 µM unless noted): 100 = growth as untreated, 0 = no growth, -100 = all killed.
NCI-H322M: NCI-H322M lung cancer; hit rate 2.7% among 80,000; AID 1794733
HCT-15: HCT-15 colon cancer; AID 1794746; hit rate 5.2% among 82,000
NCI-H23: NCI-H23 lung cancer; hit rate 4% among 80,000
NCI-H522: NCI-H522 lung cancer | hit rate 8% among 78,000 | AID 1794739
NCI-H226: NCI-H226 lung cancer. hit rate 3.5% among 79,000. AID 1794732
COLO 205: COLO 205 colon cancer; AID 1794742; hit rate 7.3% among 79,000
NCI-H460: NCI-H460 lung cancer. hit rate 6.8% among 82,000
SW-620: SW-620 colon cancer; hit rate 5.2% among 82,000; AID 1794795
HT29: HT29 colon cancer; hit rate 7.4% among 81,000; AID 1794748
Numbers without * were called inactive; / = not tested or not shown; & = joins results of further samples. Rule for the calls: active = growth percent below 10; inactive = the rest.

SMILES	NCI-H322M	HCT-15	NCI-H23	NCI-H522	NCI-H226	COLO 205	NCI-H460	SW-620	HT29
CCS(N)(=O)=O	115	117	96	98	91	110	111	102	108
O=C(C[n+]1ccccc1)c1ccc(-c2ccccc2)cc1	94	100	105	/	101	99	116	104	101
O=C(CCCN1CCC(O)(c2ccc(Cl)cc2)CC1)c1ccc(F)cc1	96&109	83&94	93&96	117&128	106&100	90&89	96&95	100&91	63&74
COc1ccc(-n2nc(C(=O)NCCCCC(=O)O)nc2-c2ccccc2)cc1	94	100	109	94	101	102	112	111	97
Nc1ncnc(Nc2cccc(F)c2)n1	114	102	98	92	97	120	88	103	99
COc1cccc(C/C(=N/O)c2cccc(OC)c2)c1	95	101	95	86	99	91	95	96	112
CC(C)CCC[C@@H](C)[C@H]1CC[C@H]2[C@@H]3C=CC4=CC=CC[C@]4(C)[C@H]3CC[C@]12C	105	101	106	89	101	101	100	105	100
CC(=O)CC(=O)NC(C)(C)CC(C)(C)C	105	99	107	95	101	117	101	97	98
CCSc1nc(N)c(Br)c(Sc2nc(N)nc3nc[nH]c23)n1	99	86	91	87	82	95	93	98	82
NC(CCCCNC=O)C(=O)O (stereo unspecified)	100	104	106	86	97	106	109	113	103
O=C(Nc1ccc(F)cc1)OCCOc1ccc(Br)cc1	106	102	97	98	106	138	110	114	99
O=c1[nH][n+](-c2ccc([N+](=O)[O-])cc2)no1	78	47	98	74	101	96	67	65	110
CC(=O)Cc1nsc(NC(=O)c2cc(-c3ccc([N+](=O)[O-])cc3)oc2C)n1	103	97	102	90	99	116	101	102	105
COc1ccc2c(c1)/C(=N/c1n[nH]c(=S)s1)C(=O)N2	92	104	93	76	97	118	93	91	105
O=C1CN(CCN2CC(=O)N(CN3CCOCC3)C(=O)C2)CC(=O)N1CN1CCOCC1	108	99	113	89	99	105	94	108	120
O=C1c2cccc3cccc(c23)C(=O)N1CC#Cc1ccc2c3c(cccc13)C(=O)N(CCN1CCOCC1)C2=O	94	96	88	99	100	96	101	89	103
O=S(=O)(O)C(Nc1ccccc1)c1ccccc1 (stereo unspecified)	98	105	103	102	91	103	102	102	105
O=C1c2cccnc2C(=O)c2nc3cc(N4CCN(C5CC5)CC4)ccc3nc21	-97*	-59*	-57*	-51*	-49*	-68*	-54*	-38*	-21*
COc1cc(CCn2nnc3c(NCCN4CCOCC4)ncnc32)cc(OC)c1	106	101	104	104	98	107	107	105	104
O=c1c(F)cn(Cc2ccccc2CCl)c(=O)n1Cc1ccccc1CCl	-19*	-58*	-63*	-62*	-22*	-75*	-75*	-75*	-84*
O=C(NO)c1ccccc1O	103&96	99&104	115&106	101&89	91&106	108&128	102&103	113&106	106&117
NC(=S)c1ccc(OCCCc2ccccc2)cc1	110	94	106	101	/	128	103	102	104
CNc1nc2c(s1)C(c1cc(OC)c(OC)c(OC)c1)CC(=O)N2 (stereo unspecified)	91	104	96	80	94	116	108	100	100
Cc1ccc(-c2cc(O)c(-c3ccc(C)cc3C)cc2O)c(C)c1	106	30	77	59	63	91	24	57	42
COC(=O)[C@@H]1[C@H]2C[C@H]3c4[nH]c5cc(OC)ccc5c4CCN3C[C@@H]2C[C@H](OC(=O)/C=C/c2ccnc(OC)c2)[C@H]1OC	83	71	86	73	89	76	102	98	76
SMILES	NCI-H322M	HCT-15	NCI-H23	NCI-H522	NCI-H226	COLO 205	NCI-H460	SW-620	HT29
CC(=O)NNc1ccc([N+](=O)[O-])cc1	121	113	106	107	99	110	109	107	109
CCCCCCC(C)[N+](=O)[O-] (stereo unspecified)	97	92	98	110	105	112	101	95	111
COc1ccc(Cn2cc(C(=O)Nc3cccnc3Nc3cc(OC)c(OC)c(OC)c3)nn2)cc1	93	104	92	97	90	109	106	104	110
CCOC(=O)C1=C(C)NC(C)=C(C(=O)OC(C)(C)C)C1c1cccc(C#N)c1 (stereo unspecified)	93	96	96	86	98	108	101	98	103
Cc1ccc(/C=C2\CN(C(=O)OC(C)(C)C)C/C(=C\c3ccc(C)cc3C)C2=O)c(C)c1	108	64	74	78	82	64	82	69	81
FC(F)(F)c1ccc2c(c1)Sc1ccccc1N2	103	92	96	85	94	110	104	100	102
N#CC(C#N)=CNc1cccc(Cl)c1	107	100	98	95	92	112	103	103	104
Cc1ccc2c(c1)=C/C(=C/c1sc(Nc3ccc(S(N)(=O)=O)cc3)nc1O)C(=O)N=2	100	100	97	90	108	114	111	98	107
CC#CC(=O)N1CC[C@@H](n2c(=O)n(-c3ccc(Oc4ccccc4)cc3)c3c(N)ncnc32)C1	58	82	77	38	68	75	70	91	66
C=CCOc1ccnc(OCC=C)n1	107	121	103	105	98	119	111	/	111
Cc1c(Nc2ncccc2C(=O)O)cccc1C(F)(F)F	/	79	97	/	110	114	102	106	103
C=CCN1C(=O)c2cccc3c(NC(=O)CN4CCCC4)ccc(c23)C1=O	94	95	80	74	76	83	94	95	96
COc1ccc(/C=C2\COc3ccc(-c4ccccc4)cc3C2=O)cc1O	67	20	51	18	96	64	17	6.9*	26
CC[C@H]1OC(=O)[C@H](C)[C@@H](O[C@H]2C[C@@](C)(OC)[C@@H](O)[C@H](C)O2)[C@H](C)[C@@H](O[C@@H]2O[C@H](C)C[C@H](N(C)C)[C@H]2O)[C@](C)(O)C[C@@H](C)/C(=N\OCOCCOC)[C@H](C)[C@@H](O)[C@]1(C)O	97	104	99	89	98	107	115	102	98
Nc1c(C(=O)c2ccccc2)oc2nc(-c3cnccn3)cc(-c3cccs3)c12	107	97	/	100	100	105	107	103	107
CC(=O)N(c1ccccc1)C1CCC2(C)C(=CCC3C2CCC2(C)C(C(C)CCCC(C)C)CCC32)C1 (stereo unspecified)	102	100	114	/	95	96	103	103	98
CC(=O)N1CCc2cc([N+](=O)[O-])ccc21	114	103	99	/	111	/	108	110	112
Cc1nn(-c2ccccc2)c(N2CCCC2)c1-c1nc2ccccc2[nH]1	102	101	89	91	94	114	101	93	101
C/C(=C\c1ccc(O)cc1O)c1ccc2ccc(O)cc2[o+]1	78	12	46	55	66	116	57	45	93
CN(Cc1ccc(C(F)(F)F)cc1)c1cc(C(=O)Nc2ccccc2)ncn1	90	88	82	92	70	104	89	90	83
COC(=O)[C@]12CC[C@@H](C)[C@H](C)[C@@H]1C1=CC[C@@H]3[C@@]4(C)C(C=O)=C[C@@](C)(COC(C)=O)[C@@H]4C(=O)C[C@@]3(C)[C@]1(C)CC2	77	21	34	13	39	-9.6*	19	29	24
O=[N+]([O-])c1ccc(NN=C2CCCCC2)c([N+](=O)[O-])c1	81	/	121	67	/	84	70	70	92
COc1ccc(Cn2cc3c(c2-c2ccccc2)CCc2cnoc2-3)cc1	70	17	27	12	44	-30*	2.5*	18	12
Cc1[nH]c(=O)n(C(C)C)c(=O)c1Br	104	115	107	88	104	103	117	108	103
Clc1ccc2[nH]c3c(NCCCN4CCOCC4)ncnc3c2c1	69	84	77	90	86	/	69	57	19

Rewritten with values under each structure: entries from further up
Sequence of screens – NCI-H322M	HCT-15	NCI-H23	NCI-H522	NCI-H226	COLO 205	NCI-H460	SW-620	HT29
COc1ccc2c(c1)/C(=N/c1n[nH]c(=S)s1)C(=O)N2
    92	104	93	76	97	118	93	91	105
O=C1CN(CCN2CC(=O)N(CN3CCOCC3)C(=O)C2)CC(=O)N1CN1CCOCC1
    108	99	113	89	99	105	94	108	120
O=C1c2cccc3cccc(c23)C(=O)N1CC#Cc1ccc2c3c(cccc13)C(=O)N(CCN1CCOCC1)C2=O
    94	96	88	99	100	96	101	89	103
O=S(=O)(O)C(Nc1ccccc1)c1ccccc1 (stereo unspecified)
    98	105	103	102	91	103	102	102	105
O=C1c2cccnc2C(=O)c2nc3cc(N4CCN(C5CC5)CC4)ccc3nc21
    -97*	-59*	-57*	-51*	-49*	-68*	-54*	-38*	-21*
COc1cc(CCn2nnc3c(NCCN4CCOCC4)ncnc32)cc(OC)c1
    106	101	104	104	98	107	107	105	104
O=c1c(F)cn(Cc2ccccc2CCl)c(=O)n1Cc1ccccc1CCl
    -19*	-58*	-63*	-62*	-22*	-75*	-75*	-75*	-84*
O=C(NO)c1ccccc1O
    103&96	99&104	115&106	101&89	91&106	108&128	102&103	113&106	106&117
NC(=S)c1ccc(OCCCc2ccccc2)cc1
    110	94	106	101	/	128	103	102	104
CNc1nc2c(s1)C(c1cc(OC)c(OC)c(OC)c1)CC(=O)N2 (stereo unspecified)
    91	104	96	80	94	116	108	100	100
Cc1ccc(-c2cc(O)c(-c3ccc(C)cc3C)cc2O)c(C)c1
    106	30	77	59	63	91	24	57	42
COC(=O)[C@@H]1[C@H]2C[C@H]3c4[nH]c5cc(OC)ccc5c4CCN3C[C@@H]2C[C@H](OC(=O)/C=C/c2ccnc(OC)c2)[C@H]1OC
    83	71	86	73	89	76	102	98	76
CC(=O)NNc1ccc([N+](=O)[O-])cc1
    121	113	106	107	99	110	109	107	109
CCCCCCC(C)[N+](=O)[O-] (stereo unspecified)
    97	92	98	110	105	112	101	95	111
COc1ccc(Cn2cc(C(=O)Nc3cccnc3Nc3cc(OC)c(OC)c(OC)c3)nn2)cc1
    93	104	92	97	90	109	106	104	110
CCOC(=O)C1=C(C)NC(C)=C(C(=O)OC(C)(C)C)C1c1cccc(C#N)c1 (stereo unspecified)
    93	96	96	86	98	108	101	98	103
Cc1ccc(/C=C2\CN(C(=O)OC(C)(C)C)C/C(=C\c3ccc(C)cc3C)C2=O)c(C)c1
    108	64	74	78	82	64	82	69	81
FC(F)(F)c1ccc2c(c1)Sc1ccccc1N2
    103	92	96	85	94	110	104	100	102
N#CC(C#N)=CNc1cccc(Cl)c1
    107	100	98	95	92	112	103	103	104
Cc1ccc2c(c1)=C/C(=C/c1sc(Nc3ccc(S(N)(=O)=O)cc3)nc1O)C(=O)N=2
    100	100	97	90	108	114	111	98	107
CC#CC(=O)N1CC[C@@H](n2c(=O)n(-c3ccc(Oc4ccccc4)cc3)c3c(N)ncnc32)C1
    58	82	77	38	68	75	70	91	66

Three entries from above, as labelled records.
Cc1ccc(/C=C2\CN(C(=O)OC(C)(C)C)C/C(=C\c3ccc(C)cc3C)C2=O)c(C)c1
- NCI-H322M: 108
- HCT-15: 64
- NCI-H23: 74
- NCI-H522: 78
- NCI-H226: 82
- COLO 205: 64
- NCI-H460: 82
- SW-620: 69
- HT29: 81

CCCCCCC(C)[N+](=O)[O-] (stereo unspecified)
- NCI-H322M: 97
- HCT-15: 92
- NCI-H23: 98
- NCI-H522: 110
- NCI-H226: 105
- COLO 205: 112
- NCI-H460: 101
- SW-620: 95
- HT29: 111

C=CCN1C(=O)c2cccc3c(NC(=O)CN4CCCC4)ccc(c23)C1=O
- NCI-H322M: 94
- HCT-15: 95
- NCI-H23: 80
- NCI-H522: 74
- NCI-H226: 76
- COLO 205: 83
- NCI-H460: 94
- SW-620: 95
- HT29: 96

Remaining list, next part.
SMILES	NCI-H322M	HCT-15	NCI-H23	NCI-H522	NCI-H226	COLO 205	NCI-H460	SW-620	HT29
Cc1nc2ccccc2c(=O)n1-c1cccc(OCc2cn(-c3cccc(O)c3)nn2)c1	101	107	95	72	105	122	/	104	97
COc1ccccc1NC(=O)Nc1cccc(C(F)(F)F)c1	94	88	96	91	89	102	/	105	97
O=[N+]([O-])c1cnc(Nc2ccc(N3CCOCC3)nc2)nc1Oc1ccc(C(F)(F)F)cc1	99	77	94	85	102	64	101	94	102
O=C(CSc1nc(-c2ccccc2)cn1-c1ccc(Cl)cc1)c1ccc(Cl)cc1	100	101	97	82	106	101	99	99	88
c1ccc(-c2csc(Nc3nc(-c4ccccc4)nc4ccccc34)n2)cc1	101	98	92	/	87	101	100	95	99
O=C(CC(C(=O)c1ccccc1)N1CCN(Cc2ccccc2)CC1)c1ccccc1 (stereo unspecified)	112	57	84	/	104	70	104	12	55
C#C[C@]1(O)CC[C@H]2[C@@H]3CC=C4c5sc(-c6ccc(F)cn6)nc5CC[C@]4(C)[C@H]3CC[C@@]21C	65	31	/	57	56	92	10	16	38
COC(=O)c1cc2oc(/C=N/NC(=O)c3cc4oc5ccccc5c4[nH]3)cc2n1C	116	103	104	/	152	108	103	107	94
CCCC1(C(=O)OCC)CCCCC1=O (stereo unspecified)	120	102	101	118	97	123	106	110	106
COc1ccc(C2CC(c3ccccc3)=NN2C(=O)c2cc(OC)c(OC)c(OC)c2)cc1O (stereo unspecified)	58	16	36	-3.8*	27	71	6.5*	32	36
O=C(NCCNC(=O)c1cccnc1)c1cccnc1	104	100	104	/	107	110	107	105	97
Cn1cccc1C(=O)C1C(c2cccc(F)c2)C2C3CCCCC3CN2C12C(=O)Nc1ccc(Cl)cc12 (stereo unspecified)	101	73	67	62	76	88	76	80	54
Brc1ccsc1Br	125	111	107	96	104	103	111	111	105
O=[N+]([O-])c1ccc(NC2CCCCC2)nc1	105&117	102&106	97&93	92&95	92&113	102&108	105&108	109&103	104&106
Cc1ccc(S(=O)(=O)NC(CCC(=O)O)C(=O)O)cc1 (stereo unspecified)	/	110	/	93	97	110	108	107	104
Nc1nc(-c2ccccc2Br)cc(-c2cc3ccccc3oc2=O)n1	107	118	95	/	91	115	97	104	93
Cc1nc2sc3c(=O)[nH]c(CC(=O)O)nc3c2c(C)c1Br	108	110	92	81	93	105	99	99	97
CCOC(=O)Cc1cnn(C)c1N1C=Nc2ccccc2S1(=O)=O	93	105	100	107	97	117	112	105	104
